LMNA splice mod – qHTS Assay for Modulators of Lamin A Splicing; HeLa LMNA splicing GFP/RFP minigene ratio, 48 h; Potency, µM (titrated, usually from 46.1 µM), without a hit: at the highest dose ratio change, negative = inhibition, actives largely listed as inhibitors; actives 0.01% (n = 200,000); AID 1487, 2009; active = well fitted inhibition curve with a large enough effect in the signal ratio, with a control signal flat, not every such curve was filed as active; inconclusive = small, poorly fitted or top-dose-only effect, or effect the other way, or a change in a side signal; the % refers to the signal ratio; also: potency is read from the fitted curve at half-maximal effect; % is scaled to controls: 0 for no effect and ±100 for the full control effect
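Read-out is the ratio of GFP to DsRed2 object intensity, acquired by 488 nm laser-scanning cytometry on HeLa lamin A-EGFP minigene reporter cells. Compound incubation 48 hrs at 37 °C in Opti-MEM with 2% FBS; DMSO 0.5% final.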
GAA spleen mod – qHTS Assay for Inhibitors and Activators of Human alpha-Glucosidase From Spleen Homogenate | Lysosomal alpha-glucosidase (Homo sapiens), P10253 | human spleen homogenate, 4-MU-alpha-glucoside fluorescence | Potency, µM (series often up to 79.9 µM), inactives show at the highest dose activity change, negative = inhibition, actives largely listed as inhibitors | actives 0.006% (n = 240,000) | AID 2112, 2009;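 also: potency is read from the fitted curve at half-maximal effect; 0% = enzyme with vehicle and -100% = no enzyme basal signal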
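Human spleen homogenate (1 ug) incubated with compounds and 1 mM 4-methylumbelliferyl-alpha-D-glucopyranoside in pH 5.0 citrate/phosphate buffer, 37 C, 40 min. Stopped at pH 10; 4-MU fluorescence (Ex 365/Em 440 nm); AC50 by Hill fit.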
HttQ103 aggreg – qHTS Multiplex Assay to Identify Dual Action Probes in a Cell Model of Huntington: Aggregate Formation (GFP); AID 1688, 2009; PC12 HttQ103-GFP aggregates, Acumen cytometry, 40 h; actives 1.1% (n = 220,000); Potency, µM (titrated, usually from 46.1 µM), for the others: at the top dose activity change, negative = inhibition, most hits filed as inhibitors; also: potency is read from the fitted curve at half-maximal effect; % is scaled to controls: 0 for no effect and ±100 for the full control effect; nearly all actives have a fitted effect of over 60% in size
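Aggregate formation scored by laser-scanning cytometer (488 excitation, 500–530 emission) in lysed PC12 cells expressing Q103-GFP after 100 nM tebufenozide induction; library tested in dose series, with ATPLite reagent added in the multiplex.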
GAA inhib – qHTS Assay for Inhibitors of Human alpha-Glucosidase as a Potential Chaperone Treatment of Pompe Disease. Potency, µM (doses to about 76.9 µM), for the others: at the top dose activity change, negative = inhibition, most hits filed as inhibitors. purified human GAA, 4-MU-alpha-glucoside fluorescence. AID 1466, 2008. Lysosomal alpha-glucosidase (Homo sapiens), P10253. actives 0.005% (n = 200,000);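 also: potency is read from the fitted curve at half-maximal effect; plate controls were uninhibited enzyme wells for no effect and no-enzyme background for full effect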
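AC50 values come from Hill fits of compound titrations (up to 77 uM) against 4 nM human enzyme. Substrate 4-methylumbelliferyl-alpha-D-pyranoside at 400 uM, pH 5.0 citrate buffer, 20 min room temperature; fluorescence Ex 365/Em 440 after alkaline stop.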
HTT cytoprotect – qHTS Multiplex Assay to Identify Dual Action Probes in a Cell Model of Huntington: Cytoprotection (ATP) | PC12 HTT-Q103 induced, cytoprotection, ATP luminescence, 40 h | Potency, µM (doses to about 56.4 µM), inactives show cytoprotection (ATP increase), actives largely listed as activators | actives 0.14% (n = 230,000);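 also: potency is read from the fitted curve at half-maximal effect; % of control where 0% means no effect; nearly all actives have a fitted effect of over 45% in size; toxic huntingtin expression switched on by the ecdysone agonist tebufenozide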
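Stable PC12 Q103-GFP cells in serum-supplemented, phenol red-free DMEM; induction by tebufenozide at 100 nM final; compound dose series; cell viability quantified luminescently from ATP.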
GAA glycogen – qHTS Assay for Inhibitors and Activators of Human alpha-Glucosidase Cleavage of Glycogen; Lysosomal alpha-glucosidase (Homo sapiens), P10253; recombinant GAA, glycogen substrate, Amplex Red glucose oxidase fluorescence; Potency, µM (top dose mostly 76.4 µM), for the others: at the highest dose activity change, negative = inhibition, hits mostly inhibitors; actives 0.38% (n = 300,000);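 also: potency is read from the fitted curve at half-maximal effect; 0% = full enzyme reaction and -100% = no-enzyme basal signal; the screen sought inhibitors and activators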
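Recombinant human enzyme (4 nM); glycogen substrate; 37 C, 40 min, pH 5.0. Readout: coupled glucose oxidase/Amplex Red fluorescence.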
CBFb-RUNX1 inh – qHTS Assay for Compounds Blocking the Interaction Between CBF-beta and RUNX1 for the Treatment of Acute Myeloid Leukemia; Potency, µM (titrated, usually from 59.8 µM), for the others: top-dose activity, negative = inhibition, actives largely listed as inhibitors; AID 1477, 2009; 230,000 tested, under 10 active; AlphaScreen CBFb-His/RUNX1-biotin binding, biochemical; Runt-related transcription factor 1 (Homo sapiens) + Core-binding factor subunit beta …; also: % of control where 0% means no effect
Target sequence (Q01196 whole entry, looked up): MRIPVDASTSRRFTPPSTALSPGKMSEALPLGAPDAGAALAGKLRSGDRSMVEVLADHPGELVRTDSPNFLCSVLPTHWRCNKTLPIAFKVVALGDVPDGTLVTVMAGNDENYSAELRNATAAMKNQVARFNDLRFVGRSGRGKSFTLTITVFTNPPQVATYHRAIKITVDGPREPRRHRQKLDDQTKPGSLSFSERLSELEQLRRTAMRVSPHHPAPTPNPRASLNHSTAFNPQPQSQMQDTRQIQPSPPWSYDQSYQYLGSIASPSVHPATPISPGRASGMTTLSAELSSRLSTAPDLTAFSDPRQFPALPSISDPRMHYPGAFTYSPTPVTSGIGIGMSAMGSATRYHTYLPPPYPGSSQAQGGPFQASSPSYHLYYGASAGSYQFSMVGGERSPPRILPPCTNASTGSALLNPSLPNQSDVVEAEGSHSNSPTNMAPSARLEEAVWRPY
Target sequence (Q13951 whole entry, looked up): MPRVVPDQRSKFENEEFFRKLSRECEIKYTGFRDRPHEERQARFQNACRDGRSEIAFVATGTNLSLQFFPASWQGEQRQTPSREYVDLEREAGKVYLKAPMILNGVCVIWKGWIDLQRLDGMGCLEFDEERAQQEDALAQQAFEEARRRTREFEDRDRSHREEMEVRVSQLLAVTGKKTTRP
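Interaction loss through any mechanism counts as activity. Pre-formed complex of His-CBF-beta and biotin-RUNX1 (30 nM apiece) is incubated with compound 15 min, then with 50 ng nickel and 50 ng streptavidin beads for 90 min before AlphaScreen detection.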
The depositor's hits bear a star; ? = inconclusive; · = not tested or not shown; & = joins results of further samples; [ ] = another dose, or the depositor's remark. Unless noted, calls follow the shape of the dose curve; as a rule, active = well fitted curve in the direction sought with a large enough effect; inconclusive = small, poorly fitted or top-dose-only effect, or another doubt; inactive = no such curve, though single readings can be large; an effect the other way counts as inactive or inconclusive.

SMILES	LMNA splice mod	GAA spleen mod	HttQ103 aggreg	GAA inhib	HTT cytoprotect	GAA glycogen	CBFb-RUNX1 inh
O=C(CN1C(=O)c2ccccc2C1=O)NCCc1c[nH]c2ccccc12	4%	-4%	2%	8%	·	5%	-11%
Cc1cc(C)c(NC(=O)CSc2nc3c(c(=O)n2C)SC(C)C3)c(C)c1 (stereo not drawn)	?	-2%	?	1%	-14%	3%	2%
COCCN1CN=C(Nc2nc3ccccc3o2)NC1	11%	-4%	6%	-3%	-23%	-8%	7%
CCCn1c(C)nc2c(N3CCCN(Cc4ccccc4)CC3)nc(C)nc21	·	9%	·	·	18%	·	6%
COc1ccc(C2C3CCCCC3(O)CCN2C(=O)c2cccs2)cc1 (stereo not drawn)	?	-10%	28%	?	16%[10 µM]	2%	5%
O=C(Nc1nc(C2C3CC4CC(C3)CC2C4)cs1)c1cc2cc([N+](=O)[O-])ccc2oc1=O (stereo not drawn)	1%	-10%	-1%	2%	-17%[10 µM]	6%	-3%
O=C(N[C@@H](Cc1ccc(O)cc1)C(=O)O)c1cccnc1	·	2%	-7%[9.22 µM]	·	15%[10 µM]	-8%	11%
CCOC(=O)C1CCN(S(=O)(=O)c2ccc(Cl)cc2OC)CC1	-3%	0%	1%	-5%	-4%	-8%	1%
CCCCC(=O)Nc1nnc(CCOC)s1	·	1%	4%[9.22 µM]	10%	-5%[10 µM]	2%	1%
CCN1C(=O)NC(c2cccnc2)C(C(=O)OC)=C1C (stereo not drawn)	-1%	-5%	?	-5%	3%	-14%	0%
O=C(CCn1c(=S)oc2ccccc21)Nc1ccccc1F	·	-4%	-11%	-6%	-49%[inhibitor]	10%	-5%
COc1ccc(S(=O)(=O)N2CCCCC2)cc1NC(=S)Nc1ccccc1	-11%	3%	12%	1%	13%[10 µM]	-17%	-2%
CCCNC(=O)OCc1cccnc1Sc1ccc(C)cc1	4%[9.22 µM]	-27%	-11%	8%	-24%	0%	-1%
COc1ccc(N/C(=N/c2nc(C)cc(C)n2)NC(=O)c2ccccc2)cc1	·	-1%	9%[9.22 µM]	·	-2%[10 µM]	7%	10%
Cc1ccc2[nH]c3c(c2c1)CN(C(=O)CN(C)CC1OCCO1)CC3	0%	-3%	-2%	6%	-7%	?	-4%
Cc1cc(C(=O)OCC(=O)N(C)C2CCS(=O)(=O)C2)c(C)n1-c1ccccc1 (stereo not drawn)	0%	7%	-12%	4%	15%[10 µM]	1%	-3%
CCOC(=O)CNC(=O)O[C@@H]1Cc2cc(OC)ccc2O[C@H]1c1cccc(OC)c1	·	1%	·	·	?	·	13%
CC1CCN(C(=O)CNC(=O)Cc2ccccc2)CC1	·	0%	9%	6%	5%[10 µM]	20%	1%
OC[C@@H]1O[C@@H](n2cnc3c(NC4CCCC4)ncnc32)[C@H](O)[C@H]1O	·	0%	·	·	-11%	·	-6%[21.7 µM]
Cc1ccccc1NC(=O)c1ccc(COc2ccc3c(C)cc(=O)oc3c2)cc1	-7%	-5%	7%	?	8%[10 µM]	2%	-14%
CN(C)CCCNC(=O)c1ccc(CN(c2ccccc2)S(C)(=O)=O)cc1	-8%	-6%	1%	-16%	14%	-1%	6%
CCOC(=O)/C(C#N)=C1/C=CNC(=O)N1	4%	-9%	-19%	1%	-18%	10%	-8%
COC(=O)C1=C(C(=O)OC)[C@@H]2Nc3ccccc3[C@@]23C[C@@H](C(=O)OC)N(C(=O)c2cc(C)oc2C)C3=N1	7%[9.22 µM]	-7%[17.4 µM]	·	·	-25%[10 µM]	·	-3%[13.1 µM]
O=C(CN1CCN(Cc2ccc(Cl)cc2)CC1)N/N=C/C=C/c1ccccc1[N+](=O)[O-]	?	5%	6%	-3%	-12%[10 µM]	1%	-13%
COc1cc(NC(c2ccccc2)c2ccccc2)cc(OC)c1OC	·	-4%	6%	0%	9%[10 µM]	-11%	28%
COc1cccc(C2CC(c3ccc(Br)cc3)=NN2C(=O)c2ccncc2)c1OC (stereo not drawn)	·	-2%	?	8%	-94%[inhibitor]	-2%	?
CC(C)(C)NC(=O)NC(=O)CN1CCN(c2cccc(Cl)c2)CC1	·	2%	20%[9.22 µM]	·	8%[10 µM]	5%	7%
O=c1[nH]c(-c2ccco2)nc2sc3c(c12)CCCC3	-4%	-1%	-8%	?	-15%[10 µM]	9%	8%
Cc1ccc(-c2noc(-c3ccccc3C(=O)N3CCCC3)n2)cc1	?	3%	-14%	0%	-12%	-17%	-3%
COc1ccc(C(=O)/C=C/C(=O)N(CC(=O)NC2CCCCC2)CC2CCCO2)c(O)c1 (stereo not drawn)	·	-21%	-8%[9.22 µM]	-24%	-32%[10 µM]	-12%	2%
Cc1nn(C)c(C(=O)Nc2ccc(Cn3cccn3)cc2)c1[N+](=O)[O-]	-3%	6%	2%	0%	19%	3%	8%
CCOC(=O)CN/C=C(\C#N)c1ccccc1	-3%	1%	-2%	-4%	·	-11%	4%
COc1ccc(-n2c(O)c(C=Nc3ccccc3)c3ccccc3c2=O)cc1	·	-2%	14%	1%	17%	-2%	4%
CCN(CC)Cc1c(O)ccc2c(=O)c(Oc3ccccc3OC)c(C)oc12	·	9%	12%[9.22 µM]	·	3%[10 µM]	1%	-17%
Cc1noc(C)c1CSc1ccc2ccccc2n1	-13%	-5%	3%	0%	-10%	-1%	4%
O=C(c1ccc(F)cc1)N1CCN(c2ccc([N+](=O)[O-])c(N3CCCCC3)c2)CC1	?	-11%	-1%	0%	-30%	-3%	-22%
CC(=O)Nc1nc(-c2ccc3c(c2)CCN3S(C)(=O)=O)cs1	·	-7%	11%[9.22 µM]	-12%	25%[10 µM]	-3%	2%
O=C(Nc1ccc(OC(=O)c2cccs2)cc1)c1ccco1	16%	-1%	-9%	0%	13%[10 µM]	-5%	4%
CC1=CC(C)(C)Nc2ccccc21	-1%[0.0737 µM]	-9%&-8%&-8%	-13%	3%	-13%&-3%&26%	3%	-7%
CCC(C(=O)OCC(=O)Nc1cccc(OC)c1)c1ccccc1 (stereo not drawn)	5%[46 µM]	-2%	-7%	-5%	13%[10 µM]	-13%	0%
COc1ccc(NC2=CC(=O)N(C)C2=O)cc1	5%	-3%	0%	-10%	·	-3%	1%
COc1ccc(C2CC(c3ccccc3)=NN2c2ccc(S(N)(=O)=O)cc2)cc1OC (stereo not drawn)	·	-2%	23%[9.22 µM]	?	-16%	-16%	0%
CC(C)CCNC(=O)COc1cccc2c1OC(C)(C)C2	-1%[46 µM]	1%	5%	3%	41%[10 µM]	0%	0%
O=C(CN1C(=O)c2ccccc2C1=O)OCCOCCN=C1NS(=O)(=O)c2ccccc21	13%[46 µM]	4%	12%[9.22 µM]	-3%	4%[10 µM]	-8%	5%
O=C(COC(=O)c1ccc2ccccc2n1)c1ccccc1	18%[46 µM]	1%	1%	5%	-27%	1%	-3%
Cc1ccc(NC(=O)CCNS(=O)(=O)c2ccccc2)c(C(=O)c2ccccc2)c1	-19%	2%	3%	-7%	-3%[10 µM]	0%	-6%
O=C(Cn1c(=O)n(-c2ccccc2)c(=O)c2sccc21)NCc1ccccc1	·	2%	7%	4%	-39%[inhibitor]	9%	5%
Cc1ccc(C2CN(C)C3(C(=O)Nc4ccccc43)C23COc2ccccc2C3=O)cc1 (stereo not drawn)	?	-6%	-20%	-7%	-56%[inhibitor]	-12%	-20%
O=C(NCc1ccc2c(c1)OCO2)C1CCN(c2ncccn2)CC1	6%	6%	26%	0%	-1%	-1%	4%
CCc1ccc(OCC(=O)OCC(=O)c2c(N)n(C)c(=O)n(C)c2=O)cc1	-12%[46 µM]	-13%	9%	-4%	22%[10 µM]	0%	-1%
C=CCNC(=O)COc1ccc(S(=O)(=O)NC2CCCCC2)cc1	-5%	8%	-7%	2%	-9%[0.074 µM]	3%	4%

Reformatted with bars between the fields: entries from further up
Molecule | LMNA splice mod | GAA spleen mod | HttQ103 aggreg | GAA inhib | HTT cytoprotect | GAA glycogen | CBFb-RUNX1 inh
CCCn1c(C)nc2c(N3CCCN(Cc4ccccc4)CC3)nc(C)nc21 | · | 9% | · | · | 18% | · | 6%
COCCN1CN=C(Nc2nc3ccccc3o2)NC1 | 11% | -4% | 6% | -3% | -23% | -8% | 7%

For reference, part of the list above.
SMILES	LMNA splice mod	GAA spleen mod	HttQ103 aggreg	GAA inhib	HTT cytoprotect	GAA glycogen	CBFb-RUNX1 inh
O=C(COC(=O)c1ccc2ccccc2n1)c1ccccc1	18%[46 µM]	1%	1%	5%	-27%	1%	-3%
Cc1ccc(NC(=O)CCNS(=O)(=O)c2ccccc2)c(C(=O)c2ccccc2)c1	-19%	2%	3%	-7%	-3%[10 µM]	0%	-6%
O=C(Cn1c(=O)n(-c2ccccc2)c(=O)c2sccc21)NCc1ccccc1	·	2%	7%	4%	-39%[inhibitor]	9%	5%
Cc1ccc(C2CN(C)C3(C(=O)Nc4ccccc43)C23COc2ccccc2C3=O)cc1 (stereo not drawn)	?	-6%	-20%	-7%	-56%[inhibitor]	-12%	-20%
O=C(NCc1ccc2c(c1)OCO2)C1CCN(c2ncccn2)CC1	6%	6%	26%	0%	-1%	-1%	4%
CCc1ccc(OCC(=O)OCC(=O)c2c(N)n(C)c(=O)n(C)c2=O)cc1	-12%[46 µM]	-13%	9%	-4%	22%[10 µM]	0%	-1%
C=CCNC(=O)COc1ccc(S(=O)(=O)NC2CCCCC2)cc1	-5%	8%	-7%	2%	-9%[0.074 µM]	3%	4%
